p53null 32C kill: qHTS Screen for Compounds that Selectively Target Cancer Cells with p53 Mutations: Cytotoxicity of p53 Null Cells at the Permissive Temperature; H1299-neo p53 null cells, ATP luminescence, 24 h, 32C; Potency, µM (series often up to 46.1 µM), inactives show top-dose activity change, negative = cytotoxicity, actives largely listed as cytotoxic; hit rate 0.62% among 55,000; AID 903, 2007;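 further: potency means the concentration at half of the fitted maximal effect; 0% = DMSO only and -100% = full killing by 100 µM tamoxifen; nearly all actives have a fitted effect of over 55% in size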
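H1299-neo (p53-null) cells, 600/well, were pre-incubated overnight at 37C, then exposed to compounds at up to 46 uM for 24 hr at 32C. Viability was measured as ATP content by luminescence, and AC50 values came from Hill fits.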
p53null 39C tox: qHTS Screen for Compounds that Selectively Target Cancer Cells with p53 Mutations: Cytotoxicity of p53 Null Cells at the Nonpermissive Temperature | H1299 p53-null (neo) cells, 39C, ATPlite viability, 24 h | Potency, µM (series often up to 46.1 µM), for the others: at the top dose activity, negative = cell killing, most hits filed as cytotoxic | hit rate 0.97% among 55,000 | AID 904, 2007;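 further: potency means the concentration at half of the fitted maximal effect; 0% = DMSO only and -100% = full killing by 100 µM tamoxifen; nearly all actives have a fitted effect of over 50% in size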
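ATP-luminescence viability readout (ATPlite, 20 min RT) after 24 hr compound treatment at 39C of H1299-neo or H1299-p53A138V cells; titration up to 46 uM; normalized to DMSO and 100 uM tamoxifen; Hill-fit AC50.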
PTAP-TSG101 blk: qHTS Validation Assay for Inhibitors of HIV-1 Budding by Blocking the Interaction of PTAP/TSG101: Sytravon Library Screen; Tumor susceptibility gene 101 protein (Homo sapiens), Q99816; 44,000 tested, under 10 active; Fluorescence polarization, FITC-PTAP peptide/Tsg101, 20 min; AID 1347069, 2019; Potency, µM (doses to about 115 µM), for the others: at the highest dose activity change, negative = inhibition, most hits filed as inhibitors; further: potency means the concentration at half of the fitted maximal effect; 0% is about no effect
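The Tsg101 binding domain, at 10 uM final, is mixed with compound and a FITC peptide bearing the PTAP motif (50 nM final). After 20 min at r.t., polarization is measured; actives defined by CRC class, efficacy cut-off 60% inhibition.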
FH mod: Identification of activators of human fumarate hydratase by quantitative high-throughput screening | FH coupled MDH/diaphorase resazurin fluorescence, 15 min | Potency, µM (doses to about 79.9 µM), for the others: top-dose activity change, negative = inhibition, actives largely listed as inhibitors | hit rate 0.22% among 54,000 | AID 1347055, 2019; further: potency means the concentration at half of the fitted maximal effect; on the % scale 0 is the no-effect control and ±100 the full control effect; the screen sought activators but most active calls are inhibition curves; nearly all actives have a fitted effect of over 45% in size
B2AR arrestin ag: qHTS assay of beta-arrestin-biased ligands of beta2-adrenergic receptor: NCGC Sytravon Library Screen; Beta-2 adrenergic receptor (Homo sapiens), P07550; HTLA Tango cells, beta-arrestin recruitment, luciferase luminescence, 18 h; Potency, µM (titrated, usually from 46.1 µM), without a hit: at the top dose activation, actives largely listed as activators; 44,000 tested, under 10 active;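 further: potency means the concentration at half of the fitted maximal effect; 0% = DMSO and full agonism = EC100 isoproterenol or metaproterenol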
Target sequence (P07550 whole entry, looked up): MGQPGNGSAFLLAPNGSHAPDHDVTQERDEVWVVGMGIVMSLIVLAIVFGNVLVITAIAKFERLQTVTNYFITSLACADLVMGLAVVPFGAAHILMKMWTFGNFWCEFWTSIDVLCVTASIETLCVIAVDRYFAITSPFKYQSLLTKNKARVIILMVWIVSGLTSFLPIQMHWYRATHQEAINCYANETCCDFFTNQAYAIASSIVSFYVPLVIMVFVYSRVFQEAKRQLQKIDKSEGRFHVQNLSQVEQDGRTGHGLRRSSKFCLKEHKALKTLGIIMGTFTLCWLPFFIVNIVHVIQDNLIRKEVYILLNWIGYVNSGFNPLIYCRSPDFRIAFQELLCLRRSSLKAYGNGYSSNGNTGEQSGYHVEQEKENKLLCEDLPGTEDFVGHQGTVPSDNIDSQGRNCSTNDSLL
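Receptor–beta-arrestin recruitment read by tTA-responsive luciferase: compound titrations (up to 46 µM) incubated 18 h with Tango cells, then luminescent substrate 15 min at room temperature. Concentration-response fits classified by r2, efficacy and activity.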
NTMT1 inhibitor: Primary qHTS for Inhibitors of N-terminal methyltransferase 1 (NTMT1): MTaseGlo Assay; NTMT1 MTase-Glo SAH luminescence, purified enzyme; Potency, µM (highest dose often 114 µM), inactives show at the top dose activity change, negative = inhibition, most hits filed as inhibitors; hit rate 2.5% among 59,000; AID 1645870, 2021;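 further: potency means the concentration at half of the fitted maximal effect; plate controls were DMSO vehicle for no effect and no enzyme for full effect; nearly all actives have a fitted effect of over 65% in size; many of its hits are not listed in these tables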
Target sequence (Q9BV86 whole entry, looked up): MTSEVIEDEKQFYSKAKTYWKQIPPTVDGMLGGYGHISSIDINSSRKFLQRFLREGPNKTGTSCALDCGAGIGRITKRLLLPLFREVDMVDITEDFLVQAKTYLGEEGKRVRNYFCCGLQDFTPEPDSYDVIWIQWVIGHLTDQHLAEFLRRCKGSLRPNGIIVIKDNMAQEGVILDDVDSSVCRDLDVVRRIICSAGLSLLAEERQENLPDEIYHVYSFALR
GALK inhibitor: qHTS Assay for Inhibitors of Human Galactokinase (GALK): NCGC Sytravon Library Screen. P51570. recombinant GALK, Kinase-Glo ATP luminescence, 1 h. AID 1347072, 2019. Potency, µM (doses to about 57.5 µM), for the others: top-dose activity, negative = inhibition, usual class: inhibitors. 44,000 tested, under 10 active;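 further: plate controls were full GALK reaction for no effect and reaction lacking GALK for full effect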
Target sequence (P51570 whole entry, looked up): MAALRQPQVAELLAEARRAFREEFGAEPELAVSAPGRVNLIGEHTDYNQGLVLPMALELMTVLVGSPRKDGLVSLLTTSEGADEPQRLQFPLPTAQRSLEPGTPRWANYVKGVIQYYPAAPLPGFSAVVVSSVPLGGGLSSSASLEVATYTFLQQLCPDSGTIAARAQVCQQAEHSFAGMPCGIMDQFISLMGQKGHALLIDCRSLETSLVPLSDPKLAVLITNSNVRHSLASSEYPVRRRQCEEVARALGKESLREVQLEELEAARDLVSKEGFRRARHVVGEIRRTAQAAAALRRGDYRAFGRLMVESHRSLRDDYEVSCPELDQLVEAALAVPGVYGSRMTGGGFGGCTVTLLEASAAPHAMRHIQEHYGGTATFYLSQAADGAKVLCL
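Compounds were pinned into ATP buffer, then GALK-galactose mix was added (final 5 nM enzyme, 35 uM ATP, 100 uM galactose, pH 8.0). After 1 h at room temperature, Kinase-Glo Plus was added and luminescence read.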
An asterisk follows results filed as active; ? = inconclusive; nt = not tested or not shown; [ ] = dose if it differs, or a comment. The call rests on the fitted dose curve; in most records, active means well fitted curve in the direction sought with a large enough effect; inconclusive means small, poorly fitted or top-dose-only effect, or another doubt; inactive means no such curve, though single readings can be large; an effect the other way counts as inactive or inconclusive. Not all compounds are listed; rates above refer to the full screens.

SMILES	p53null 32C kill	p53null 39C tox	PTAP-TSG101 blk	FH mod	B2AR arrestin ag	NTMT1 inhibitor	GALK inhibitor
Cn1cc(C(=O)O)c(=O)c2cc(S(=O)(=O)N3CCCCC3)ccc21	-3%	30%	-4%	-12%	-2%	3%	-2%
COc1ccc(OC)c(CCNC(=O)CCCn2c(=O)c3cccn3c3cccnc32)c1	-12%	-14%	2%	3%	2%	-2%	-8%
Cc1cccc(Cn2c(=O)n(CC3CCC(C(=O)N4CCOCC4)CC3)c(=O)c3sccc32)c1 (stereo unspecified)	6%	-5%	-9%	-31%	-1%	2%	2%
COc1ccc(-n2c(=O)c3c4c(sc3n(Cc3ccccc3C)c2=O)CCCC4)c(OC)c1	8%	15%	-5%	-9%	6%	-2%	0%
Cc1cc(C)c(NC(=O)COCc2cc(-c3cccs3)on2)c(C)c1	5%	-17%	-3%	-3%	0%	2%	2%
COc1ccc(-c2ccc(CCC(=O)O)n2CC(=O)Nc2cccc(Cl)c2C)cc1	-3%	-5%	7%	-1%	1%	-18%	0%
O=C(CSc1nc(=O)[nH]c2c1CCCC2)NCc1ccccc1Cl	-1%	18%	4%	-16%	1%	-3%	-2%
Cc1nnc(N2C(=O)c3oc4ccccc4c(=O)c3C2c2ccc(C(C)(C)C)cc2)s1 (stereo unspecified)	5%	-18%	-4%	-9%	0%	5%	3%
COc1cc(NS(=O)(=O)c2ccc3[nH]c(=O)[nH]c3c2)cc(OC)c1	0%	0%	-11%	-6%	5%	5%	7%
COc1ccc(-c2cn3c(n2)sc2cc(C(=O)NCCC4=CCCCC4)ccc23)cc1	0%	-12%	0%	-9%	3%	5%	-9%
O=C(COc1ccccc1-c1nc(-c2ccccc2)no1)Nc1ccccc1[N+](=O)[O-]	1%	13%	-4%	-8%	-3%	-14%	-12%
Cc1cc(NC(=O)c2cc(-c3ccc(Cl)cc3)on2)nn1Cc1ccc(Cl)cc1	-17%	9%	1%	-10%	1%	-5%	1%
Cc1ccc(CSc2nnc(-n3c(=O)c(C#N)cc4c(=O)n5cccc(C)c5nc43)s2)cc1	0%	-20%	-2%	1%	-3%	3%	-1%
COC(=O)c1sc2cccc(F)c2c1S(=O)(=O)Nc1ccc(C)cc1Cl	14%	-19%	-3%	-27%	0%	-1%	1%
O=C(NCc1ccccc1Cl)c1ccccc1NC(=O)c1nsc2ccccc12	-18%	-12%	0%	-18%	?	-7%	2%
Cc1ccc(NC(=O)Cn2c(=O)oc3cc(S(=O)(=O)N4CCCCC4)ccc32)c(C)c1	-1%	-9%	1%	-6%	1%	-1%	-2%
CC1CCN(S(=O)(=O)c2ccc3c(c2)N(CC(=O)NCc2ccccc2Cl)C(=O)CS3)CC1	-5%	15%	-6%	?	0%	22%	3%
CN(CC(=O)Nc1cccc(F)c1)S(=O)(=O)c1ccc2c(c1)n(C)c(=O)c(=O)n2C	-6%	1%	0%	-21%	1%	5%	6%
COc1cccc(N2CC(NC(=O)c3ccc(S(=O)(=O)N4CCOCC4)cc3)CC2=O)c1 (stereo unspecified)	-8%	-3%	-2%	-27%	-3%	0%	0%
COc1ccc(NC(=O)C2CCCN(S(=O)(=O)c3c(C)[nH]c(=O)[nH]c3=O)C2)cc1OC (stereo unspecified)	-10%	6%	-3%	3%	0%	10%	0%

The closing three entries of the section above are carried over, then new ones follow.
SMILES	p53null 32C kill	p53null 39C tox	PTAP-TSG101 blk	FH mod	B2AR arrestin ag	NTMT1 inhibitor	GALK inhibitor
CN(CC(=O)Nc1cccc(F)c1)S(=O)(=O)c1ccc2c(c1)n(C)c(=O)c(=O)n2C	-6%	1%	0%	-21%	1%	5%	6%
COc1cccc(N2CC(NC(=O)c3ccc(S(=O)(=O)N4CCOCC4)cc3)CC2=O)c1 (stereo unspecified)	-8%	-3%	-2%	-27%	-3%	0%	0%
COc1ccc(NC(=O)C2CCCN(S(=O)(=O)c3c(C)[nH]c(=O)[nH]c3=O)C2)cc1OC (stereo unspecified)	-10%	6%	-3%	3%	0%	10%	0%
Cc1nn(C)c2c1c(C(F)(F)F)cc(=O)n2CC(=O)NCc1ccccc1Cl	10%	-7%	2%	-7%	0%	-12%	-2%
CCCNC(=O)C1CCC(Cn2c(=O)c3sccc3n(CC(=O)NCc3cccc(OC)c3OC)c2=O)CC1 (stereo unspecified)	-5%	2%	-2%	6%	-2%	-1%	-1%
COc1ccccc1CNC(=O)Cn1c(=O)nc(-c2ccccc2F)c2cc(Cl)ccc21	-6%	-6%	-8%	-5%	1%	-10%	-1%
CCOC(=O)CNC(=O)c1cc2c(=O)oc3ccccc3c2s1	-1%	-9%	1%	-25%	-2%	19%	5%
Cc1ccc(NC(=O)CN2C(=O)C3(SCC(=O)N3c3cccc(Cl)c3)c3ccccc32)cc1C (stereo unspecified)	-11%	-6%	-7%	-20%	0%	19%	2%
COc1ccc(-c2nc3ccc(C(=O)NCc4ccccc4)cc3nc2-c2ccc(OC)cc2)cc1	1%	-3%	-4%	-4%	2%	7%	0%
CCOc1ccc(NC(=O)Cn2cc(C(=O)c3ccc(CC)cc3)c(=O)c3cc(C)ccc32)cc1	3%	-5%	-1%	2%	1%	-7%	0%
CCc1ccc(Sc2cc(C(=O)NCc3ccccc3OC)c3ccccc3n2)cc1	-4%	0%	-5%	-6%	-2%	9%	-5%
CC(=O)c1ccc(N2CCN(S(=O)(=O)c3ccc(-c4cc(C(F)(F)F)on4)s3)CC2)cc1	-9%	-1%	-1%	-3%	0%	-2%	2%
CCC(C)n1c(=N)c(S(=O)(=O)c2ccc(C)cc2)cc2c(=O)n3cc(C)ccc3nc21 (stereo unspecified)	3%	-9%	-4%	-9%	0%	2%	3%
CCc1ccc(OCC(=O)Nc2cc(-c3ccc(C)cc3)no2)cc1	-21%	-23%	0%	-2%	1%	5%	7%
COc1cc(/C=C/c2nc(C#N)c(NC3CCCCC3)o2)cc(OC)c1OC	10%	25%	-4%	?	0%	?	?
CCc1cccc(C)c1NC(=O)Cn1ccn(-c2ccc(F)cc2)c(=O)c1=O	3%	?	1%	3%	0%	2%	-9%
COc1ccc(C)cc1NC(=O)Cn1nc(N2CCN(c3ccccc3OC)CC2)ccc1=O	-2%	-17%	-12%	-19%	-1%	-2%	2%
CC(=O)Nc1nonc1-c1nnc(SCC(=O)Nc2ccc(C)c(Cl)c2)n1C	-2%	13%	-10%	-2%	-1%	?	-10%
COc1ccccc1-c1nc2c(c(SCc3cc(C)ccc3C)n1)Cc1c(CO)cnc(C)c1O2	3%	23%	-3%	?	1%	8%	0%
COC(=O)c1cc(S(=O)(=O)NCC2CCN(Cc3ccc(F)cc3)CC2)cn1C	-4%	-10%	-8%	-9%	2%	3%	-4%
COc1cc(OC)cc(C(=O)Nc2cc(-c3nc4ccccc4[nH]3)ccc2C)c1	7%	-18%	0%	-21%	2%	?	-4%
COC(=O)c1ccc(NC(=O)CSc2ccc(-c3cccs3)nn2)cc1	-6%	-14%	-1%	?	0%	-4%	2%
Cc1ccc(-n2nc(C(=O)Nc3ccc(C)c(F)c3)c(=O)n(C)c2=O)cc1	3%	-4%	-1%	-11%	0%	4%	0%

Complete entries, looked up by structure.
Cc1ccc(NC(=O)CN2C(=O)C3(SCC(=O)N3c3cccc(Cl)c3)c3ccccc32)cc1C (stereo unspecified) reads p53null 32C kill = -11%; p53null 39C tox = -6%; PTAP-TSG101 blk = -7%; FH mod = -20%; B2AR arrestin ag = 0%; NTMT1 inhibitor = 19%; GALK inhibitor = 2%
CCc1ccc(Sc2cc(C(=O)NCc3ccccc3OC)c3ccccc3n2)cc1 reads p53null 32C kill = -4%; p53null 39C tox = 0%; PTAP-TSG101 blk = -5%; FH mod = -6%; B2AR arrestin ag = -2%; NTMT1 inhibitor = 9%; GALK inhibitor = -5%
COc1ccc(-c2nc3ccc(C(=O)NCc4ccccc4)cc3nc2-c2ccc(OC)cc2)cc1 reads p53null 32C kill = 1%; p53null 39C tox = -3%; PTAP-TSG101 blk = -4%; FH mod = -4%; B2AR arrestin ag = 2%; NTMT1 inhibitor = 7%; GALK inhibitor = 0%

Next compounds follow:
SMILES	p53null 32C kill	p53null 39C tox	PTAP-TSG101 blk	FH mod	B2AR arrestin ag	NTMT1 inhibitor	GALK inhibitor
O=C1CN(C(=O)Cc2ccc(F)cc2)C(c2ccccc2)c2cc(Br)ccc2N1 (stereo unspecified)	18%	28%	-1%	-14%	1%	1%	-4%
O=C(Nc1nc2n(n1)C(c1ccc(F)cc1)C=C(c1ccc(Cl)cc1)N2)c1ccco1 (stereo unspecified)	-2%	-4%	-4%	5%	0%	13%	3%
CC1(C)CC(=O)c2c(oc3c(Cl)cc(NS(=O)(=O)c4ccc(Br)cc4)cc23)C1	-3%	-6%	2%	nt	-2%	nt	0%
Cc1ccc2scc(N3CCc4ccccc4C3)c(=O)c2c1	7%	-11%	-7%	-27%	2%	-27%	3%
Cc1cccc(Cn2c(SCc3ccc(C(=O)NCc4ccccc4F)cc3)nc3cccnc32)c1	15%	-13%	9%	-15%	2%	5%	-1%
CNc1c(NC(=O)c2cc(OC)cc(OC)c2)c(=O)oc2ccccc12	5%	-8%	-6%	-23%	-2%	-1%	5%
Cc1ccn2c(Nc3ccc4c(c3)OCO4)c(-c3ccc(N(C)C)cc3)nc2c1	?	?	-6%	-37%	0%	?	-1%
CC1=Nc2cc(C(=O)NC3CCCCC3)ccc2Sc2ccc(Cl)cc21	40%[activator]	19%	0%	-13%	0%	8%	0%
CC1=C(C(=O)Nc2ccc(Cl)cc2)C(C(C)C)n2nc(SCc3cccc(C)c3)nc2N1 (stereo unspecified)	4%	-7%	-1%	-2%	1%	8%	-7%
CCOC(=O)N1CCN(S(=O)(=O)N2CCCC(C(=O)NCc3cc(OC)ccc3OC)C2)CC1 (stereo unspecified)	-5%	3%	-6%	1%	0%	16%	-1%
Cn1c(=O)c(=O)n(C)c2cc(S(=O)(=O)CCC(=O)Nc3ccc(F)cc3)ccc21	-3%	-9%	-2%	-7%	-3%	5%	-2%

Source: PubChem (National Center for Advancing Translational Sciences (NCATS))
